DAGLB inh = diacylglycerol lipase beta (human) inhibition; Q8NCG7; inhibition, % at 5.17 µM; AID 504411; HEK293T DAGLB membrane lysate, EnzChek fluorogenic substrate; 340,000 tested, 0.059% active; in the data active = inhibition above about 34%;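 also: 0% = enzyme with vehicle and 100% = wells lacking enzyme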
Target sequence (Q8NCG7 whole entry, looked up): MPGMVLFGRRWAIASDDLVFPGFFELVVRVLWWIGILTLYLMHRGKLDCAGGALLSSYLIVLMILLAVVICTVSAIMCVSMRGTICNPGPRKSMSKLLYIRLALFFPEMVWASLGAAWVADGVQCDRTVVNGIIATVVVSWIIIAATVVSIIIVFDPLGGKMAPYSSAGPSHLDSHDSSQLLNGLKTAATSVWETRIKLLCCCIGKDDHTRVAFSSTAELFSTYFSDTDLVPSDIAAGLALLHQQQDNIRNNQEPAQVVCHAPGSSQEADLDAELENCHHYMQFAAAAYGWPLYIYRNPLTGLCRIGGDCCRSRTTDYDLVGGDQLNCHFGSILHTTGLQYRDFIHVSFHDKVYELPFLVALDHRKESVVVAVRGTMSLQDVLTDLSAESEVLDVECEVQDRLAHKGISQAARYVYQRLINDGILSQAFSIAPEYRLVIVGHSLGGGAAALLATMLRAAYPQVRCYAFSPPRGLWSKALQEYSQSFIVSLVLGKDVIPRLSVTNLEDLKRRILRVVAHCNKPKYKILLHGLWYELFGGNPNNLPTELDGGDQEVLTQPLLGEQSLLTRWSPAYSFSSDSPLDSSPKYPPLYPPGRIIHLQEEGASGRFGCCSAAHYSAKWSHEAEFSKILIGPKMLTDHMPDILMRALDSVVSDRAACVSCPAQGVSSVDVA
PvdQ inh = P. aeruginosa PvdQ acylase inhibition; purified PvdQ acylase, fluorescence plate reader; 340,000 tested, 0.063% active; AID 488965; inhibition, % at 10 µM; in the data active = inhibition above about 30%, passing the limit was not always enough; inconclusive = no clear call, values can overlap the other calls;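 also: 0% = vehicle neutral wells and 100% = reference inhibitor wells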
CAL PDZ FP = blocks peptide binding to human CAL PDZ domain. purified CAL PDZ, TMR-peptide fluorescence polarization, 1 h. AID 504414. inhibition, % at 20 µM. 330,000 tested, 0.02% active. Q9HD26;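 active = highest replicate inhibition of at least 40%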;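 also: plate controls were DMSO neutral control wells for no effect and unlabeled competitor peptide control wells for full effect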
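material = purified tagged CAL PDZ domain construct (CerCALP) | buffer or medium = sodium phosphate/NaCl buffer pH 7.4 with TCEP, IgG, Thesit | reagent = TMR-labelled reporter peptide T*-PRC34 bound in PDZ groove | incubation = 1 h room-temperature incubation prior to read | measured by = fluorescence polarization (mP) | evaluation = percent inhibition from loss of millipolarization | control set = unlabelled peptide and DMSO controls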
PfHsp90 set2 = reduces growth (ATP signal) of yeast expressing P. falciparum Hsp90; inhibition, % at 9.4 µM; 310,000 tested, 0.32% active; S. cerevisiae expressing PfHsp90, BacTiter-Glo ATP, 48 h; yeast lacking PDR1 and PDR3 efflux regulators;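 active = every replicate shows inhibition above about 80%, whatever the replicate mean, limit read from the data; inconclusive = mean inhibition reaches the set limit but some replicate falls short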;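 also: 0% = DMSO neutral controls and 100% = 20 µM radicicol positive controls; yeast relying on Plasmodium falciparum Hsp90 in place of its own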
Ecoli viability = reduces bacterial viability in AddAB counter-screen; 330,000 tested, 0.27% active; E. coli V3065 growth, OD600 absorbance, 18 h; AID 449728; inhibition, % at 11.9 µM;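 active = inhibition above the campaign's mean inhibition across all tested compounds plus 3 SD, cut at about 9.9% in these data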;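 also: uninfected addAB+ strain grown without phage in ampicillin broth; 0% = DMSO wells and 100% = ciprofloxacin 0.95 µg/ml wells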
AddAB inh = less growth of phage-infected E. coli with AddAB. E. coli expressing H. pylori AddAB, absorbance growth. inhibition, % at 11.9 µM. 330,000 tested, 0.29% active; in the data active = inhibition above about 12%;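 also: 0% = vehicle wells of infected cells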
phage Ecoli inh = E. coli growth loss with phage present; growth absorbance; inhibition, % at 11.9 µM; 360,000 tested, 0.26% active; in the data active = inhibition above about 11%
Wnt act = Wnt/beta-catenin pathway activation | Wnt/beta-catenin reporter cell assay, activator, plate reader | activation, % at 9.35 µM | 300,000 tested, 1.2% active; in the data active = activation above about 30%, passing the limit was not always enough; inconclusive = no clear call, values can overlap the other calls;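 also: 0% = neutral control wells and 100% = positive control wells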
Rtt109 Vps75 = inhibitors of Candida albicans Rtt109/Vps75 histone acetyltransferase; AID 540336; purified Rtt109/Vps75, ThioGlo CoA-SH fluorescence, 4 h; inhibition, % at 34.9 µM; 330,000 tested, 0.16% active;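 active = inhibition of at least 50% in every replicate; inconclusive = best replicate reaches 50% inhibition but some replicates fall short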
Target sequence (Q5AAJ8 whole entry, looked up): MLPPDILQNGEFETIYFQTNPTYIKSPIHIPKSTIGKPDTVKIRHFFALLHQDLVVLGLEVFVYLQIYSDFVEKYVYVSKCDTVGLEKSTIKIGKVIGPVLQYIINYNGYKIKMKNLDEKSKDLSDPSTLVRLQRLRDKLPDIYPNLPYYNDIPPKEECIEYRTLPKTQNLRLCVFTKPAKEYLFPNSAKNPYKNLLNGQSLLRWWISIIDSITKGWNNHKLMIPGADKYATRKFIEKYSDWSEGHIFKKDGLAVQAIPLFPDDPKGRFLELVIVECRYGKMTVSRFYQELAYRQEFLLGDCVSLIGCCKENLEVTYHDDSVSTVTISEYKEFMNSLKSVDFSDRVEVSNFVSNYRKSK
Tat transport = inhibitors of E. coli Tat protein transport; E. coli MC4100 TorA-mCherry Tat export, fluorescence; inhibition, % at 10 µM; 340,000 tested, 0.036% active; AID 488895;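 active = mean replicate inhibition at least 50% and at least half of replicates individually reaching 50%; inconclusive = only one of the two criteria met; inactive = neither criterion met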;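 also: exported cargo escapes ClpAP degradation while cytoplasmic cargo is degraded and loses fluorescence; 0% = median of neutral control wells and 100% = median of NaSCN control wells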
* hit, by the source's call; ? = inconclusive; / = no result given.

SMILES	DAGLB inh	PvdQ inh	CAL PDZ FP	PfHsp90 set2	Ecoli viability	AddAB inh	phage Ecoli inh	Wnt act	Rtt109 Vps75	Tat transport
Cn1c(=O)c2c(nc(Cl)n2Cc2ccncc2)n(C)c1=O	-0.7	-6.1	-1.2	13.0	-0.9	2.8	-0.9	/	-8.5	-7.0
CC(C)(C)c1ccc2c(c1)N(CC(=O)N1CCOCC1)C(=O)CO2	1.9	-15.1	-3.0	11.7	0.2	-1.8	-1.3	0.9	-29.7	1.8
COc1ccc(C2=NOC(C(=O)Nc3ccc4c(c3)OCO4)C2)cc1 (stereo unspecified)	-7.7	5.4	-0.1	7.5	/	/	0.7	0.6	-8.6	2.9
COc1cccc(-c2ccc(NC(=O)C3CCCN(Cc4cc(C)[nH]n4)C3)cc2)c1 (stereo unspecified)	3.1	1.0	-3.9	/	-1.6	0.7	2.6	6.0	-1.6	2.2
CCOc1ccc(OCCCC(=O)NCCOc2ccccc2OC)cc1	-4.7	3.0	1.3	-4.8	1.8	0.0	-0.4	-0.1	0.6	3.6
CC(O)CNC(=O)C1CCN(Cc2ccc(OCc3ccccc3)cc2)CC1 (stereo unspecified)	-0.1	-7.5	-3.2	/	-3.2	-1.4	-2.5	20.5	/	2.1
CCOC(=O)c1ccc(NC(=O)c2nc[nH]c2C(=O)N2CCN(c3ccccc3)CC2)cc1	0.3	-2.2	0.2	-11.8	-0.5	2.5	6.0	-4.1	2.8	1.5
Cc1cc(C(=O)OCC(=O)c2ccc3c(c2)OCCO3)c(C)o1	-0.5	1.0	-4.2	8.6	0.4	-2.1	1.4	/	2.5	5.7
COc1ccc(CC(=O)Nc2cccc(-c3nnc(-c4ccc(C)cc4)o3)c2)cc1OC	-1.9	-6.3	-1.4	6.8	-0.6	1.8	1.6	3.8	13.5	-5.9
O=C(NCC1CCCO1)c1cccc(NC(=O)c2ccccc2)c1 (stereo unspecified)	-3.6	4.8	-2.2	-0.3	4.0	7.3	4.9	1.3	21.2	1.3
CCCCCc1cc(=O)oc2c(C(CCN3CCCC3)c3cc(OC)c(OC)c(OC)c3)c(OC)cc(OC)c12 (stereo unspecified)	1.2	-18.2	-2.4	9.9	-3.3	0.5	1.5	-10.8	19.0	18.7
CCOC(=O)N1CCC(NCCNC(=O)c2ccco2)CC1	0.8	-2.5	-0.5	3.4	1.8	-4.3	1.6	16.1	-7.3	3.7
COC(=O)c1ccc(N2CCN(CC(=O)c3ccc(-c4ccccc4)cc3)CC2)c([N+](=O)[O-])c1	3.5	8.6	-0.7	-15.7	0.1	0.2	3.3	/	1.6	-5.5
O=C(NNC(=S)NC1CCCCC1)c1ccccc1Cl	-1.4	-10.9	-0.7	/	1.5	1.3	1.1	20.3	-7.6	3.6
O=C(COC(=O)C1(c2cccc(F)c2)CCCC1)NCc1cccs1	-0.3	-2.0	0.2	-8.0	1.9	1.9	4.5	-1.3	4.7	-3.2
COc1ccccc1NC(=O)CCC(=O)Nc1nnc(C2CCCCC2)s1	1.6	-2.7	-0.5	-10.2	-0.7	1.0	-0.9	34.5*	2.4	3.7
CC1=CC(C)(C)N(C(=O)CNC2CCCC2)c2cc(C)ccc21	0.2	-5.1	-2.3	4.8	1.2	-1.8	-0.5	-0.5	2.2	7.9
Cc1ccc(-c2nc3ncccn3c2Nc2ccc3c(c2)OCCO3)o1	2.8	-17.3	-5.0	1.1	-1.0	0.1	0.3	12.7	6.0	6.9
COc1ccc(NS(=O)(=O)c2cc(C(=O)NNC(=O)c3ccncc3)ccc2OC)c(OC)c1	/	/	/	/	-2.9	-1.9	5.2	-0.2	/	/
Cc1nn(C)cc1/C=N/NC(=O)Cn1nccc1C	-2.0	0.6	0.8	-15.7	0.7	1.5	2.5	-0.2	12.8	-12.3

Grouped by structure, the compounds so far with a Cl atom
SMILES	DAGLB inh	PvdQ inh	CAL PDZ FP	PfHsp90 set2	Ecoli viability	AddAB inh	phage Ecoli inh	Wnt act	Rtt109 Vps75	Tat transport
Cn1c(=O)c2c(nc(Cl)n2Cc2ccncc2)n(C)c1=O	-0.7	-6.1	-1.2	13.0	-0.9	2.8	-0.9	/	-8.5	-7.0
O=C(NNC(=S)NC1CCCCC1)c1ccccc1Cl	-1.4	-10.9	-0.7	/	1.5	1.3	1.1	20.3	-7.6	3.6

Going on with the list.
SMILES	DAGLB inh	PvdQ inh	CAL PDZ FP	PfHsp90 set2	Ecoli viability	AddAB inh	phage Ecoli inh	Wnt act	Rtt109 Vps75	Tat transport
COCc1c(C(=O)OCC(=O)c2ccc[nH]2)oc2ccccc12	-3.1	-10.6	0.0	6.3	-2.8	-0.3	1.8	3.4	2.7	-3.5
O=C(/C=C/c1ccccc1[N+](=O)[O-])N1CCc2ccccc2C1	-2.5	-7.6	-2.0	-1.6	0.3	3.5	2.4	-1.0	3.4	6.6
Fc1cc(Cl)ccc1NC1=NCCCCC1	1.7	-17.3	1.7	-20.3	-4.6	-0.9	-0.3	-0.2	3.4	-6.2
O=C(/C=C\Nc1ccc2c(c1)OCO2)c1ccc2c(c1)OCO2	1.2	-2.5	-1.6	6.6	-1.1	3.8	3.7	33.9*	-3.1	1.9
O=C(Nc1ccccc1)N1CCCCC1c1cccnc1 (stereo unspecified)	3.3	-4.3	-0.5	-11.0	-1.7	-0.2	2.7	1.2	-4.1	-2.9
NC(=O)C1CCN(C(=O)/C(=C/c2ccco2)NC(=O)c2ccccc2)CC1	-4.3	7.5	-0.9	7.9	-1.1	1.8	0.4	-0.6	11.1	6.4
CC(Sc1sc(=S)sc1SC(C)C(=O)O)C(=O)O (stereo unspecified)	0.9	-13.1	-0.2	5.7	1.4	1.5	0.3	0.6	12.7	-5.9
Fc1cccc(NC(=S)NCCCN2CCOCC2)c1	-0.2	-17.7	0.0	-3.0	0.7	2.4	1.9	/	-12.8	?
Cc1ccc(OCC(=O)Nc2nnc(C3CCCO3)s2)c(Br)c1 (stereo unspecified)	0.4	4.0	-2.9	-24.0	-0.9	1.1	5.6	8.9	-4.6	6.7
CC(C)(C)NC(=O)Cn1ccc(=N)c2ccccc21	-1.0	-5.7	0.4	-11.8	-0.4	0.5	0.7	/	1.1	0.3
COc1ccc(N2C(=NC(=O)C3CC3)SC3CS(=O)(=O)CC32)cc1Cl (stereo unspecified)	-0.1	-18.6	-2.4	10.0	-2.1	0.9	3.2	0.6	1.7	-5.7
C/C(CC(=O)Nc1ccc(Cl)c(C(F)(F)F)c1)=N\NC(=O)c1cnccn1	2.9	-11.9	-0.3	-37.3	-2.4	-0.1	0.9	3.3	-4.3	5.8
CCC(CC)C(=O)N1CC(=O)Nc2ccc(C)cc2C1c1ccccc1 (stereo unspecified)	1.2	-10.5	-1.2	10.4	-1.3	-1.4	1.8	0.6	0.2	-0.2
Cc1cccc(-c2nnc(SCC(=O)Nc3cccc(C(=O)N4CCOCC4)c3)n2C)c1	-2.2	-5.6	0.0	15.5	1.2	1.2	4.1	-2.7	-9.9	-2.8
CC(=O)N1CCOCCOCCOCC1	0.4	-16.6	0.4	-0.5	1.1	-1.6	0.2	-0.6	12.2	-3.4
O=C(CSc1nc(=O)n(CCN2CCOCC2)c2c1CCC2)Nc1ccc(OC(F)(F)F)cc1	3.7	-0.1	-3.0	/	-0.8	0.5	4.0	-5.3	-12.9	-2.1
CCOC(=O)C1=C(c2ccccc2)N=C2SCC(=O)N2C1c1ccc2c(c1)OCO2 (stereo unspecified)	-10.0	-6.9	/	10.2	-1.5	0.2	3.3	/	-10.1	0.1
O=C(CCN1C(=O)c2ccccc2C1=O)NC(=S)Nc1cccc(Cl)c1	2.1	9.1	/	-11.5	-1.2	2.2	0.9	/	12.1	3.9
C=CCn1c(-c2csc3ccccc23)n[nH]c1=S	-0.7	-4.6	-0.4	-14.3	-0.2	0.9	1.9	/	5.8	-1.3
COc1cc(C(C)=O)ccc1OCc1cc(C(=O)N(C)CCC2CCCCO2)no1 (stereo unspecified)	-3.2	-14.3	-2.1	-0.9	0.2	3.0	2.2	?	12.6	0.5
C[C@@H](C(=O)Nc1ccccc1N1CCOCC1)N1C(=O)C2CC=CCC2C1=O (stereo partly specified)	-4.3	-15.9	-1.4	-3.6	-0.3	6.2	4.4	/	-8.2	-5.5
COc1ccc(NC(=S)N(CCCN2CCOCC2)C(C)c2cc3ccccc3o2)cc1 (stereo unspecified)	-0.8	-14.8	-0.2	18.9	0.2	0.4	1.7	0.0	15.3	6.0
Cc1ccc(CCCOC(=O)CN2CCCCC2)cc1	-7.5	-12.7	-2.6	14.2	-1.5	-0.4	2.1	2.1	10.0	7.5
Cc1nn(Cc2ccc(F)cc2)c(C)c1NC(=O)c1cc(-c2ccc3c(c2)OCO3)on1	-1.8	-8.2	-2.3	-8.3	-2.2	0.3	2.7	/	3.7	1.9
OC1(CNCc2ccccc2)C2CC3CC(C2)CC1C3 (stereo unspecified)	0.2	-10.2	1.2	2.4	2.9	3.6	4.0	0.4	-9.3	6.1
CCC(C)N1CCN(S(=O)(=O)c2ccc3ccccc3c2)CC1 (stereo unspecified)	-4.9	-4.4	-1.7	-8.9	-2.7	-2.2	1.8	0.6	-8.0	4.1
COC(=O)c1c(-c2c(Cl)cccc2Cl)noc1NC(=O)NN1CCOCC1	-1.1	-1.4	-0.5	9.8	-2.1	1.6	2.5	-1.3	-1.8	1.0
CCCCCCCCN1C(=O)C(O)=C(C(C)=O)C1c1ccccn1 (stereo unspecified)	6.6	-10.3	0.5	4.6	-1.7	4.8	1.3	-2.6	-5.5	-15.7
CC(C)C[C@H](NC(=O)c1[nH]cnc1C(=O)N[C@H](C)c1ccccc1)C(=O)OCc1ccccc1	1.0	-5.9	0.1	-7.4	-0.4	-1.9	1.1	-2.7	-1.6	-4.3
O=C1C=C(C2CCCCC2)C(=O)c2ccccc21	2.2	15.0	-0.2	7.4	/	/	3.2	-4.6	-1.9	-7.1
CC(C)(C)C(=O)Nc1nnc(SCC(=O)NCc2ccco2)s1	0.7	-4.9	1.3	-1.9	-1.4	0.3	2.6	-2.5	-1.3	-1.2
NS(=O)(=O)c1ccc(NC(=O)COC(=O)C2CC2)cc1	0.8	-10.6	0.0	-5.1	1.1	0.8	3.6	1.7	-4.8	12.5
COc1ccc(NC(=O)/C(=C\c2ccco2)NC(=O)c2ccco2)cc1	-1.2	2.9	-0.8	1.3	-3.2	1.5	-0.1	-0.5	-7.4	2.6
CCCc1cc(C(=O)Nc2ccc(CC)cc2)no1	-9.8	-16.1	-0.4	-31.5	2.8	4.3	4.1	39.5*	-3.2	-0.7
CN(C(=O)CS(=O)(=O)c1cccc(Cl)c1)c1ccccc1	1.2	-16.4	-0.5	0.3	-2.6	1.8	3.9	-0.5	-3.0	-5.5
CS(=O)(=O)Nc1ccc(C2=NN(S(=O)(=O)c3ccccc3)C(c3cccs3)C2)cc1 (stereo unspecified)	1.2	-3.3	-3.8	11.7	0.9	-0.2	2.0	-0.5	-2.7	-4.6
O=C(Nc1ccc2ncccc2c1)c1cccc(Br)c1	0.1	10.3	-21.5	-11.0	-1.7	-0.8	0.7	33.5*	14.6	-1.9
COCCNC(=O)CSc1nc2cc(OC)c(OC)cc2c(=O)n1CCC1=CCCCC1	-0.4	7.6	-1.0	13.8	/	/	2.0	/	10.1	-3.1

Compound activity: PubChem, several laboratories
